CIT2 TOR yeast: modulators of TOR pathway CIT2-GFP in S. cerevisiae. GFP response vs DMSO, % at 10 µM. S. cerevisiae CIT2-GFP strain, flow cytometry, 3 h; 100 means same as DMSO wells. 320,000 tested, 0.065% active;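 active means GFP response relative to DMSO above a set limit, near the screen mean plus 3 SD, cut at about 150% in these data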;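 further: ratio of well median GFP fluorescence to mean of DMSO wells on the plate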
LAP4 TOR yeast: alters LAP4-GFP fluorescence in TOR pathway yeast screen | S. cerevisiae LAP4-GFP multiplex, flow cytometry GFP, 3 h; median GFP as percent of DMSO wells | GFP response vs DMSO, % at 10 µM | 320,000 tested, 0.34% active;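 active means GFP response vs DMSO above a set limit, about the screen mean plus 3 SD, cut at about 150% in these data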
Efflux pump mplx: blocks antifungal efflux pumps in multiplex yeast assay; 330,000 tested, 0.44% active; S. cerevisiae Candida pump triplex, Nile Red efflux; inhibition, % at 10 µM;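 active means plate passing quality check with inhibition over a set limit, or well fluorescence over plate mean plus 4 SD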;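 further: Nile Red retained in pooled yeast measured as flow cytometry median fluorescence; 0% = buffer negative control and 100% = Enniatin B positive control; higher means more Nile Red kept so more efflux inhibition; some compounds called inactive have numbers as strong as hits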
MEP2-GFP yeast: yeast TOR pathway MEP2-GFP modulation; S. cerevisiae MEP2-GFP strain, flow cytometry GFP, 3 h; 100% = DMSO control level; GFP response vs DMSO, % at 10 µM; 330,000 tested, 0.51% active; AID 2016;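 active means GFP response versus DMSO above a set limit, roughly screen mean plus 3 SD, cut at about 180% in these data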;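 further: median GFP fluorescence of the barcode-gated MEP2-GFP cells per well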
AGP1 TOR yeast: modulators of TOR pathway AGP1-GFP in S. cerevisiae; S. cerevisiae AGP1-GFP multiplex flow cytometry, 3 h; GFP as percent of DMSO wells; 320,000 tested, 0.02% active; AID 2066; GFP response vs DMSO, % at 10 µM;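 active means GFP response relative to DMSO above a set limit, near screen average plus 3 SD, cut at about 150% in these data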;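 further: median GFP channel fluorescence of the gated AGP1 strain per well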
RPL19A-GFP yeast: yeast TOR pathway RPL19A-GFP modulation. S. cerevisiae RPL19A-GFP strain, flow cytometry, 3 h; active compounds read low. percent response vs DMSO, % at 10 µM. 330,000 tested, 0.3% active. AID 2025;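 active means percent response vs DMSO below 50%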;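 further: median channel GFP fluorescence of the barcoded RPL19A-GFP strain; ratio of sample median GFP to plate DMSO average so 100% = DMSO; lower means less RPL19A-GFP as with rapamycin TOR inhibition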
Yeast superoxide: caloric restriction mimetics inhibiting age-related superoxide in yeast; AID 2690; S. cerevisiae aged cells, superoxide DHE fluorescence; active compounds read low; superoxide response (% of plate mean), % at 10 µM; 330,000 tested, 0.18% active;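 active means superoxide response under a set limit, about three screen SD below normal, cut at about 65% in these data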;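 further: yeast aged for seven days with compound at 30 °C before DHE staining; 100% = average MFI of all compound-treated wells on the plate with controls excluded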
AHR activator: human AHR activation; AHR-responsive luciferase reporter cells, luminescence; activation, % at 5 µM; 320,000 tested, 2.5% active; in the data active means activation above about 47%;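 further: 0% = vehicle wells and 100% = reference agonist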
Target sequence (P35869 whole entry, looked up): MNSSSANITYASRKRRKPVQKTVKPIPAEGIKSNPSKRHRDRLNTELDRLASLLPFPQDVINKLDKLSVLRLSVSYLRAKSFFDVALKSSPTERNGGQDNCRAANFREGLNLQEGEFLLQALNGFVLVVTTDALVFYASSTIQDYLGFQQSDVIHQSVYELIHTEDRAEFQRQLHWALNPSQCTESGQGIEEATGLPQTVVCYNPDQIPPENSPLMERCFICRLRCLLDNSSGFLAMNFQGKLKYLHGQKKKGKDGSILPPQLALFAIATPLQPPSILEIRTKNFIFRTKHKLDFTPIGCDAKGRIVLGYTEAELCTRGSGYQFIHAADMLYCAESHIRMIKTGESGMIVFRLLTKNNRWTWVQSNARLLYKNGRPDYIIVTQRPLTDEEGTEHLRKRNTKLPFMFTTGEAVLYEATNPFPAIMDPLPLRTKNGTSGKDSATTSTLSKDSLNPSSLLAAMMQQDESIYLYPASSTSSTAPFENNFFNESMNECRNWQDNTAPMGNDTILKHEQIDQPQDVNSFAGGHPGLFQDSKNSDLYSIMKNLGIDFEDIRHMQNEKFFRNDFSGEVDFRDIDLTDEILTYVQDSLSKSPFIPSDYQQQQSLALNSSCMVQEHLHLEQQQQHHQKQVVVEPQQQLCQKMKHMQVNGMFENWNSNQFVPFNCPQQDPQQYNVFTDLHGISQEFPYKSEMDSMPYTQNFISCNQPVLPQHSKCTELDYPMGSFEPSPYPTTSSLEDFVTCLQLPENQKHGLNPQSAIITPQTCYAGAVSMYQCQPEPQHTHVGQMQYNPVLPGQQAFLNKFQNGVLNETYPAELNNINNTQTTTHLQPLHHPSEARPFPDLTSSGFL
Starred values were filed as active, the others as inactive; nt = no result given.

nr	mol	CIT2 TOR yeast	LAP4 TOR yeast	Efflux pump mplx	MEP2-GFP yeast	AGP1 TOR yeast	RPL19A-GFP yeast	Yeast superoxide	AHR activator
1	Cc1ccc(C(=O)NCC(c2ccco2)N2CCCCC2)s1 (stereo not drawn)	85	90	0.1	99	91	92	82	14
2	CCCN1CCc2c(sc3nc(SC)n(-c4ccccc4)c(=O)c23)C1	100	100	-0.1	106	103	99	107	-3
3	COc1ccc(CCNC(=O)c2cccc3c2C(=O)N(C2CCCCC2)C3)cc1OC	98	103	0.2	101	98	96	99	1
4	CCCS(=O)(=O)N1CCN(Cc2ccccc2C(F)(F)F)CC1	103	97	-0.1	107	105	100	95	-1
5	CSc1ccc(CN(C)CC(=O)NCCc2ccccc2)cc1	96	101	0.1	99	101	99	103	0
6	CCCSC1=C(C#N)C(c2cccnc2)C(C(=O)OCC)=C(c2ccccc2)N1 (stereo not drawn)	110	102	-0.2	109	105	103	93	2
7	Cc1ccc(S(=O)(=O)N2CCCCC2C(=O)NCc2ccco2)cc1 (stereo not drawn)	96	93	0.1	98	100	100	99	3
8	CCN1CCCC1CNCc1cccc(OC)c1OCc1ccccc1 (stereo not drawn)	98	89	1.1	92	96	104	105	1
9	Cc1nc2nc[nH]n2c(=O)c1CC(=O)O	102	105	-0.1	104	105	98	84	0
10	CC(C)NC(=O)COc1ccc(S(=O)(=O)N2CCCC2)cc1	97	92	0.0	101	94	103	103	87*
11	COc1ccc(CONc2ncnc3nonc23)cc1[N+](=O)[O-]	95	102	0.1	92	98	97	105	6
12	CC(=O)OC(C(=O)NC1CCCCC1)c1ccccc1Cl (stereo not drawn)	101	90	0.0	100	100	100	102	2

nr	mol	CIT2 TOR yeast	LAP4 TOR yeast	Efflux pump mplx	MEP2-GFP yeast	AGP1 TOR yeast	RPL19A-GFP yeast	Yeast superoxide	AHR activator
13	N#Cc1c(N)nc2c(c1-c1cccs1)CCCC2	104	95	0.0	104	98	101	112	18
14	C#CCOCCOCCOCCNc1nc(N2CCN(C(=O)[C@H](CCCCN)n3cc([C@@H](N)C(C)CC)nn3)CC2)nc(N2CCN(C(=O)[C@H](Cc3ccc(O)cc3)n3cc([C@@H](N)C(C)CC)nn3)CC2)n1 (stereo partly drawn)	103	97	-0.1	110	104	100	103	2
15	COc1ccc(OCCN2CCN(C(=O)c3ccc(OC)c(OC)c3)CC2)cc1	94	89	0.0	96	91	92	97	0
16	N#C/C(=C\c1cccnc1)C(=O)Nc1cccc(Cl)c1	94	138	0.1	97	92	91	90	2
17	COc1cccc(NC(=O)CN(C)CC(=O)Nc2ccc3c(c2)CCC3)c1	88	101	0.1	92	97	94	116	16
18	CCOc1ccc(NC(=O)N[C@@H](CCSC)C(=O)OC)cc1	101	99	0.4	101	102	100	105	3
19	O=C(Nc1ccc(NS(=O)(=O)c2ccc([N+](=O)[O-])cc2)cc1)c1ccco1	92	74	0.1	106	97	108	90	-2
20	Cc1cccc(-c2c3c(=O)n(C)c(=O)n(C)c3cn2-c2ccc(O)cc2)c1	104	101	-0.1	98	97	97	93	-1
21	O=C(Cn1cccc1C(=O)c1ccccc1)NCCN1CCOCC1	90	96	-0.1	95	nt	88	109	0
22	O=C(O)CCCCCN1C(=O)CCC1=O	95	100	0.0	120	106	97	106	2
23	CCOC(=O)CNC(=O)CSc1nnc(-c2ccc(OC)cc2)n1CC	103	117	-0.1	101	106	112	103	0
24	CCN(CC)CCCNC(=O)c1ccccc1NC(=O)C1=CSCCO1	113	119	-0.1	113	118	105	84	2

Only AHR activator, AGP1 TOR yeast and CIT2 TOR yeast, for two of the compounds above:
entry	canonical_smiles	AHR activator	AGP1 TOR yeast	CIT2 TOR yeast
22	O=C(O)CCCCCN1C(=O)CCC1=O	2	106	95
23	CCOC(=O)CNC(=O)CSc1nnc(-c2ccc(OC)cc2)n1CC	0	106	103

Other records follow.
nr	mol	CIT2 TOR yeast	LAP4 TOR yeast	Efflux pump mplx	MEP2-GFP yeast	AGP1 TOR yeast	RPL19A-GFP yeast	Yeast superoxide	AHR activator
25	Cc1cccc(NS(=O)(=O)c2ccc3[nH]c(=O)[nH]c3c2)c1C	112	109	0.0	133	101	107	113	nt
26	CC(=O)N=c1sc2c3ccccc3ccc2n1C	88	104	0.2	98	72	89	106	18
27	O=S(=O)(/C=C/c1ccccc1)N1CCN(c2nc(-c3ccccc3)nc3ccccc23)CC1	86	105	0.2	102	105	99	103	2
28	COc1ccc(N2C(=O)CCC(C(=O)N(C)CCc3ccccn3)C2c2ccc(OC)c(OC)c2)cc1 (stereo not drawn)	90	100	0.1	95	90	100	104	2
29	CC(=O)c1c(C)[nH]c(C(=O)Nc2ccccc2N2CCOCC2)c1C	99	107	0.0	108	101	99	103	72*
30	Cc1nnc(N/N=C/c2cc(C)n(-c3ccc(F)cc3)c2C)n1N	109	98	0.0	103	106	106	112	23
31	Cc1ccccc1NC(=O)CSc1nnc(C)c(=O)[nH]1	105	100	-0.1	103	101	106	104	-1
32	CN(C(=O)c1ccc(S(=O)(=O)c2cccc(Cl)c2)c([N+](=O)[O-])c1)C1CCCCC1	95	95	-0.2	102	99	97	102	3
33	Cc1ccccc1NS(=O)(=O)c1ccc(C(=O)NCC2CCCO2)cc1 (stereo not drawn)	96	102	0.1	107	108	100	93	0
34	CC1CCN(C(=O)CN(c2ccc(Cl)c(C(F)(F)F)c2)S(C)(=O)=O)CC1	103	112	-0.1	107	105	103	94	-4
35	Cc1cc(C)n(-c2ccc(F)cc2)c(=O)c1C(=O)O	100	96	0.0	92	102	100	93	4
36	C#CCNC(=O)C1=C[C@H](c2ccccc2)[C@@H](CCCO)[C@H](OCC)O1	90	98	0.1	96	102	97	94	-1

Structures from the list above with a CF3 group (2):
nr	mol	CIT2 TOR yeast	LAP4 TOR yeast	Efflux pump mplx	MEP2-GFP yeast	AGP1 TOR yeast	RPL19A-GFP yeast	Yeast superoxide	AHR activator
4	CCCS(=O)(=O)N1CCN(Cc2ccccc2C(F)(F)F)CC1	103	97	-0.1	107	105	100	95	-1
34	CC1CCN(C(=O)CN(c2ccc(Cl)c(C(F)(F)F)c2)S(C)(=O)=O)CC1	103	112	-0.1	107	105	103	94	-4

Back to the main list, starting 4 compounds before the break.
nr	mol	CIT2 TOR yeast	LAP4 TOR yeast	Efflux pump mplx	MEP2-GFP yeast	AGP1 TOR yeast	RPL19A-GFP yeast	Yeast superoxide	AHR activator
33	Cc1ccccc1NS(=O)(=O)c1ccc(C(=O)NCC2CCCO2)cc1 (stereo not drawn)	96	102	0.1	107	108	100	93	0
34	CC1CCN(C(=O)CN(c2ccc(Cl)c(C(F)(F)F)c2)S(C)(=O)=O)CC1	103	112	-0.1	107	105	103	94	-4
35	Cc1cc(C)n(-c2ccc(F)cc2)c(=O)c1C(=O)O	100	96	0.0	92	102	100	93	4
36	C#CCNC(=O)C1=C[C@H](c2ccccc2)[C@@H](CCCO)[C@H](OCC)O1	90	98	0.1	96	102	97	94	-1
37	Cc1nnc(NC(=O)c2ccc(-c3ccc(Cl)cc3)o2)s1	91	119	-0.1	99	99	101	99	4
38	O=C(CC1C(=O)NCCN1Cc1c(F)cccc1Cl)NCCCN1CCCC1=O (stereo not drawn)	98	91	-0.1	97	97	99	110	-7
39	CCCCC(O)CN1CCC(c2ccccc2)CC1 (stereo not drawn)	102	99	0.0	96	104	100	98	-1
40	Cc1ccccc1C(=O)Nc1cccc(N)c1	104	103	-0.1	117	100	99	97	8
41	Cc1ccc2cc(C)c3nnc(SCC(=O)c4cccs4)n3c2c1C	107	122	0.1	110	113	91	86	15
42	CSCCC(NC(=O)COc1ccccc1)C(=O)N(C)Cc1cccc(F)c1 (stereo not drawn)	98	98	0.0	99	105	99	78	25
43	COc1ccc(N(CC(=O)Nc2cc(Cl)ccc2C)S(=O)(=O)c2c(C)noc2C)cc1	110	105	0.2	108	106	105	99	7
44	C=CC[C@H](CC(=O)OC(C)(C)C)C(=O)OC[C@@H]1CCCN1C(=O)[C@@H](CC=C)CC(=O)NCCO	101	103	-0.4	100	104	96	91	-2
45	CCOC(=O)COc1cc([N+](=O)[O-])cc2cccnc12	100	103	0.0	109	100	101	148	4
46	COc1ccccc1C(=O)NCCC(=O)Nc1cccc(S(=O)(=O)N2CCCC2)c1	83	89	0.1	97	92	91	81	0
47	COCc1cc(/C=N\NC(=O)c2ccc(Cl)cc2)ccc1OC	98	91	-0.3	101	98	101	116	10
48	O=C(C1CCCN(S(=O)(=O)c2cccc3nonc23)C1)N1CCN(c2ccccc2Cl)CC1 (stereo not drawn)	85	103	-0.2	98	95	95	97	-1

nr	mol	CIT2 TOR yeast	LAP4 TOR yeast	Efflux pump mplx	MEP2-GFP yeast	AGP1 TOR yeast	RPL19A-GFP yeast	Yeast superoxide	AHR activator
49	Cc1cccc(N2CCN(C(=O)c3ccc4ccccc4c3)CC2C)c1 (stereo not drawn)	113	136	-0.1	123	112	114	108	1
50	CC(C)N1C(=O)C(O)(C2COC(C)(C)CC2=O)c2ccccc21 (stereo not drawn)	105	100	-0.1	109	112	106	95	0
51	CCOC(=O)N1CCN(Cc2nc(CC3CC3)no2)CC1	90	96	-0.1	90	93	91	98	0
52	O=C(Nc1cccc(S(=O)(=O)N2CCOCC2)c1)C1CCCN(C(=O)c2ccc(Cl)cc2)C1 (stereo not drawn)	100	102	-0.1	102	109	99	108	5
53	CCc1cc2c(=O)c(-c3cnn(-c4ccccc4)c3)c(C(F)(F)F)oc2c(CN(C)C)c1O	92	97	0.1	102	100	101	78	1
54	COC(=O)[C@@H]1C(c2c(OC)cc(OC)cc2OC)=NO[C@H]1C(=O)OC	104	99	-0.3	103	105	101	100	-1
55	COc1ccc(N2CCN(C(=O)C3(S(=O)(=O)c4ccc(C)cc4)CC3)CC2)cc1	103	97	0.1	98	103	101	95	-1
56	O=C(c1ccccc1Br)N1CCn2c1nc1ccccc12	99	96	-0.1	88	96	94	89	2
57	CC(C)c1ccccc1NC(=O)COC(=O)c1c2c(nc3ccccc13)CCN(Cc1ccccc1)C2	105	108	0.1	103	107	109	100	1
58	O=C(NC1CCN(S(=O)(=O)c2ccc(Cl)cc2)CC1)C1CCCCC1	104	93	0.1	105	98	104	100	-4
59	CCN(C(=O)CSc1nc2nc(C)cc(C)n2n1)C1CCS(=O)(=O)C1 (stereo not drawn)	99	96	0.1	98	103	103	95	0
60	Cc1onc(-c2ccccc2Cl)c1C(=O)NNC(=O)c1nn(C)cc1Cl	113	102	0.0	100	nt	99	93	2

nr	mol	CIT2 TOR yeast	LAP4 TOR yeast	Efflux pump mplx	MEP2-GFP yeast	AGP1 TOR yeast	RPL19A-GFP yeast	Yeast superoxide	AHR activator
61	COCCCNC(=O)CS(=O)Cc1nc(-c2cccc(OC)c2)oc1C (stereo not drawn)	86	90	0.0	94	86	87	119	0
62	COc1cc(C(=O)Nc2cccc(C)c2C)ccc1OCC(=O)N1CCOCC1	104	98	-0.2	102	107	99	78	-1
63	C=CCn1c(CCNC(=O)c2ccccc2F)nnc1SCC(=O)Nc1nc(C)cs1	93	99	0.1	97	100	101	88	8
64	CCNC(=S)N1CCN(S(=O)(=O)/C=C/c2ccccc2)CC1	103	96	-0.4	102	103	102	99	-3
65	CCCC(=O)N(CCN1CCOCC1)c1nc2cc(C)c(C)cc2s1	99	92	-0.3	115	98	109	97	20
66	O=C(NCCN1C(=O)S/C(=C\c2ccccc2F)C1=O)C1=COCCO1	100	109	0.0	99	105	95	90	-3

Screening data: PubChem, several laboratories
